D2 antagonist: D2 dopamine receptor (human) antagonism | HEK293 TREx D2 cells, calcium flux, dopamine EC80 | inhibition, % at 10 µM | hit rate 2% among 340,000 | AID 485344; in the data active means inhibition above about 30%; further: 0% is about no effect
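Tetracycline-induced HEK293 TREx cells expressing D2 receptor forced-coupled to calcium signalling, loaded with no-wash calcium dye. Compounds added and calcium flux read 180 s, then dopamine added at EC80 and read a further 180 s.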
Glioma ERSR ind: inducers of ER stress response in human glioma cells. U87-MG GRP78 promoter luciferase reporter, 16 h. Potency, µM, without a hit: top-dose activation, usual class: activators. hit rate 0.02% among 420,000. AID 602332; further: potency means the concentration at half of the fitted maximal effect; series mostly up to about 76 µM; % of control where 0% means no effect; nearly all actives have a fitted effect of over 35% in size
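ERSR induction read as luciferase luminescence (Bright-Glo, 10 min at room temperature) in stably transfected human U87-MG glioma cells exposed to compounds for 16 h, using GRP78 as sensor.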
RGS4 inh: inhibitors of human regulator of G protein signaling 4; Potency, µM (doses to about 114 µM), without a hit: at the top dose activity change, negative = inhibition, most hits filed as inhibitors; AID 504845; Transcreener GDP fluorescence polarization, RGS4-accelerated GTP hydrolysis; P49798; hit rate 0.039% among 390,000; further: potency means the concentration at half of the fitted maximal effect; on the % scale 0 is the no-effect control and ±100 the full control effect; nearly all actives have a fitted effect of over 75% in size; some results filed as inactive show a strong effect at the top dose
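MLSMR compounds (23 nl, pin-transferred) preincubated 10 min at room temperature with a 500nM (2x) first reagent, then RGS4 at 900nM (2x) plus Transcreener GDP mix added; fluorescence polarization (620/688 nm) read before and after 90 min at 30 °C.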
LDHA inh: inhibitors of human lactate dehydrogenase A; P00338; purified LDHA, NADH/diaphorase-resazurin fluorescence; stronger effect = lower value; activity change, % (values are at about 110 or 230 µM); hit rate 0.15% among 480,000; AID 1347041; in the data active means activity change below about -30%; inconclusive means mostly about -25% to -30%;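 further: plate controls were DMSO wells for no effect and wells without enzyme for full effect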
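Remaining NADH was detected by diaphorase (0.133 mg/mL) converting 37 µM resazurin to fluorescent resorufin, read at 0 and 20 minutes. The preceding 5-minute room-temperature reaction used 2 nM LDHA, 0.2 mM sodium pyruvate and 0.06 mM NADH at pH 7.4.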
D2 agonist: D2 dopamine receptor (human) agonism; P14416; HEK293 T-REx D2 cells, calcium flux agonist mode; activation, % at 2 µM; hit rate 0.53% among 340,000;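 active means activation over 3 SD above normal in the single-dose calcium agonist read, cut at about 30% in these data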; further: 0% is about no effect
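Calcium-flux readout, 1 cycle/sec over 180 s following compound pin transfer, in inducible HEK293 Trex D2 cells (force-coupled); dopamine controls included. Positive calcium responses during this window marked compounds as potential agonists.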
ERG-DNA inh: inhibitors of human ERG Ets domain-DNA interaction; fluorescence polarization, His-ERG Ets domain / labelled DNA; hit rate 0.028% among 370,000; P11308; AID 624246; Potency, µM (highest dose often 76.9 µM), for the others: top-dose FP activity, negative = inhibition, most hits filed as inhibitors; active means well fitted inhibition curve with a large enough effect in the polarisation, with a control signal flat; inconclusive means small, poorly fitted or top-dose-only effect, or effect the other way, or a change in a side signal; inactive means no such curve, though single readings can be large or run the other way; the % refers to the polarisation;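 further: polarization taken with two DNA probes labelled with fluorescein and Texas red; potency means the concentration at half of the fitted maximal effect; % of control where 0% means no effect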
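His-tagged ERG Ets domain (1 uM in the protein solution; 300mM KCl, 50mM Tris-HCl, 1mM EDTA, 1mM DTT, pH 7.5) received compound, then a probe mix of 5 nM fluorescein-DNA and 100nM Texas-615-DNA. Fluorescence polarization was read for both dyes.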
Vif-A3F inh: Vif-A3F binding inhibition. HeLa A3F-eYFP + Vif (tagged APOBEC3F with the HIV-1 protein that degrades it), YFP fluorescence increase. Potency, µM (top dose mostly 46.1 µM), without a hit: at the top dose activity, negative = active. hit rate 0.2% among 390,000. AID 602313; further: potency means the concentration at half of the fitted maximal effect; % of control where 0% means no effect; nearly all actives have a fitted effect of over 65% in size
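HeLa cells stably expressing Vif plus C-terminally eYFP-tagged A3F were seeded, incubated overnight at 37 deg C, dosed with compound, incubated overnight again at 37 deg C. Yellow fluorescence (Ex 488/Em 500-530) reported blocked Vif-mediated A3F-eYFP degradation.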
Vif-A3G inh: inhibitors of Vif-APOBEC3G interaction; HeLa A3G-eYFP + Vif (tagged APOBEC3G with the HIV-1 protein that degrades it), YFP fluorescence, overnight; AID 602310; Potency, µM (doses to about 46.1 µM), for inactives: at the highest dose activity, negative = active, most hits filed as inhibitors; hit rate 0.076% among 410,000;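 further: potency means the concentration at half of the fitted maximal effect; on the % scale 0 is the no-effect control and ±100 the full control effect; nearly all actives have a fitted effect of over 60% in size; hits raise eYFP signal because A3G escapes Vif-driven loss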
Target sequence (Q9HC16 whole entry, looked up): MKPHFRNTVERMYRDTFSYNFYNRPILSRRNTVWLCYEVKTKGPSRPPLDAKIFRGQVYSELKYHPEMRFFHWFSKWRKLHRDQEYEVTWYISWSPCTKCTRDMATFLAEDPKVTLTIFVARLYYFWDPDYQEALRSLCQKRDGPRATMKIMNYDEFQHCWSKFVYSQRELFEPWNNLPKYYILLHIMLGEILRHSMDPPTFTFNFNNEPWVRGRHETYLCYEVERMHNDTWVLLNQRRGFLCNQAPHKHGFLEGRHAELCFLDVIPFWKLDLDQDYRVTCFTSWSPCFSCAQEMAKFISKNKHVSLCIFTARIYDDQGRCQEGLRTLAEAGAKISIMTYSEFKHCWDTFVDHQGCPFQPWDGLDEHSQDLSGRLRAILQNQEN
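Read-out is eYFP fluorescence (Ex 488/Em 500-530) from Vif-expressing HeLa A3G-eYFP cells; more signal means A3G escaped Vif-mediated degradation. Cells plated overnight, compound pinned in, incubated overnight at 37 deg C.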
ALOX12 inh: inhibitors of human 12S-lipoxygenase ALOX12; Potency, µM (series often up to 108 µM), for inactives: top-dose activity change, negative = inhibition, hits mostly inhibitors; purified 12hLO, xylenol orange hydroperoxide absorbance; hit rate 1.1% among 580,000; further: potency means the concentration at half of the fitted maximal effect; on the % scale 0 is the no-effect control and ±100 the full control effect
Target sequence (P18054 whole entry, looked up): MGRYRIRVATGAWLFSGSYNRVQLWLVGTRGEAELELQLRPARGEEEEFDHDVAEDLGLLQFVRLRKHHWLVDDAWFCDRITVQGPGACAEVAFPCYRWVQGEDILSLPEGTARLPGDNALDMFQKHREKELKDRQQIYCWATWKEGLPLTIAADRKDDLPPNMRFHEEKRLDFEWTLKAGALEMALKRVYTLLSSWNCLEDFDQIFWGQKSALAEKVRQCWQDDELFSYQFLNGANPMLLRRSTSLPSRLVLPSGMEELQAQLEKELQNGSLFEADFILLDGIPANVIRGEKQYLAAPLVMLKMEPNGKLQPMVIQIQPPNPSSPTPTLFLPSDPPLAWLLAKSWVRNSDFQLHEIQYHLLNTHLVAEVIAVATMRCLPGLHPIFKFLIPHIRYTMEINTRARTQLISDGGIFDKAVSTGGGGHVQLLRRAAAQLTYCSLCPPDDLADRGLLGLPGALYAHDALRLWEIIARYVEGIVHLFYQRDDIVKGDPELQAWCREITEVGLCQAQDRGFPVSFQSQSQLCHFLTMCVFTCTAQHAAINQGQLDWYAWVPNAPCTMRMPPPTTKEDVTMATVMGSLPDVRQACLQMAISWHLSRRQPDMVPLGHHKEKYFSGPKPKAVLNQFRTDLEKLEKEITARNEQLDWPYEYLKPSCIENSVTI
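Purified human 12hLO (150 nM final) in 25 mM Hepes, 0.01% Triton X-100, pH 7.0 was preincubated 15 min at room temperature with compound. Then 40 uM arachidonic acid was added, 30 min. Hydroperoxide was read by Fe-XO absorbance ratio 573/405 nm.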
* = called active by the depositor; ? = inconclusive; / = not tested or not shown; & = joins results of further samples; [ ] = another dose, or the depositor's remark. Unless noted, the call rests on the fitted dose curve; in most records, active means well fitted curve in the direction sought with a large enough effect; inconclusive means small, poorly fitted or top-dose-only effect, or another doubt; inactive means no such curve, though single readings can be large; an effect the other way counts as inactive or inconclusive. A portion of the library, so the mix of outcomes need not match the whole.

SMILES | D2 antagonist | Glioma ERSR ind | RGS4 inh | LDHA inh | D2 agonist | ERG-DNA inh | Vif-A3F inh | Vif-A3G inh | ALOX12 inh
Cc1ccc(NC(=O)Cn2c(=O)n(-c3ccccc3)c(=O)c3ccc(C(=O)NCc4ccc5c(c4)OCO5)cc32)cc1 | / | -7% | -10% | 6 | 0.9 | 4% | -3% | -11% | -24%
CCC(=O)N1CCc2cc(S(=O)(=O)NC(Cc3ccccc3)C(=O)Nc3nccs3)ccc21 (stereo not given) | 0 | -5% | -9% | -6 | 0.6 | 3% | ? | 0% | 24%
Cc1c(NC(=O)c2cc(-c3cccs3)nc3ccccc23)c(=O)n(-c2ccccc2)n1C | -11 | -5% | -35% | -1 | -0.8 | 4% | 7% | -3% | -10%
CC(=O)NC(c1ccccc1)c1nc(-c2ccc3ccccc3c2)cs1 (stereo not given) | / | -2% | / | -1 | / | / | / | -18% | ?
CCn1c(SCC(=O)N2CCCCC2)nc2c([nH]c3ccccc32)c1=O | / | -3% | / | -6 | / | / | 1% | 0% | -8%
O=C(NCc1ccccc1)C1=C[C@H](c2ccc(C(F)(F)F)cc2)C[C@H](OCCCCO)O1 | / | -2% | -1% | 1 | / | 8% | 2% | -5% | -6%
Cc1ccc(Cc2cnc(NC(=O)c3ccc4c(c3)CC(c3ccccc3)OC4=O)s2)cc1 (stereo not given) | / | -1% | -7% | -4 | -1.2 | 6% | -4% | 4% | 7%
CCOc1ccccc1OCCCC(=O)Nc1cc(S(=O)(=O)N2CCOCC2)ccc1OC | / | -2% | 18% | -2 | / | 6% | 5% | -2% | 11%
O=C(NCC1CC1)c1cc(-c2ccccc2)nn1CC1CC(c2cccc([N+](=O)[O-])c2)=NO1 (stereo not given) | / | -8% | -5% | -3 | / | -6% | 5% | 0% | /
O=C(COC(=O)COc1ccccc1)Nc1ncc(Cl)cc1Cl | / | -5% | 16% | -8 | / | 0% | -24% | 3% | -2%
COCCCNC(=O)Cn1cc(C(C)=O)c2ccccc21 | -15 | 0% | 16% | 2 | 0.3 | -2% | 1% | 2% | -13%
Nc1c(Cl)ncnc1N1CCCC1 | 6 | -1% | 12% | -12 | 1.6 | -7% | 26% | -7% | -4%
CCOC(=O)CSc1nccc(N(C)C)c1C#N | 4 | 0% | 16% | -6 | 0.2 | -9% | -5% | -2% | -11%
COc1ccc(Cl)cc1NC(=S)N1CCC(c2ccc(C)cc2)C1 (stereo not given) | 4 | -5% | -8% | -6 | -0.3 | -2% | 6% | -1% | 0%
CCOc1ccc(CNC(=O)c2cnc3sc(N4CCOCC4)nn3c2=O)cc1OC | / | -2% | -6% | -3 | -0.3 | 14% | 8% | -1% | -2%
C=CC[N+](C)(C)CCN1C(=O)C2C(c3ccccc3)C=CC(c3ccccc3)C2C1=O (stereo not given) | 0 | -4% | -10% | -2 | 1.6 | 13% | -2% | -1% | 12%
CCOC(=O)N1CCN(C(=O)CCCCCn2c(=S)[nH]c3ccsc3c2=O)CC1 | 2 | 3% | -23% | 1 | -0.7 | -6% | -1% | 3% | -18%
Cc1ccccc1Cn1cc(NS(=O)(=O)c2cn(C)nc2C)cn1 | -10 | -2% | 22% | -2 | -0.1 | -4% | 2% | 3% | -2%
CCn1c(=O)c(C(=O)CN2CCN(S(=O)(=O)c3cc(C)ccc3C)CC2)c(N)n(Cc2ccccc2)c1=O | 12 | 3% | ? | 0 | 2.9 | 6% | 4% | 5% | 10%
COc1ccc(S(=O)(=O)NCCC(=O)N2CCCC2)cc1N(C)S(C)(=O)=O | -12 | -3% | 15% | -8 | 0.0 | 21% | 1% | 3% | 7%
Cc1ccc(CNC(=O)c2ccc(Cn3c(=O)c4ccccc4n(CC(=O)Nc4ccc(C)cc4C)c3=O)cc2)cc1 | / | -3% | 9% | -2 | 2.3 | -5% | ? | 0% | -18%
COc1ccc(N2CC(C(=O)N3CCN(C)CC3)CC2=O)cc1 (stereo not given) | -17 | -3% | -5% | -3 | 0.7 | 7% | 3% | 0% | -8%
O=C(CCOc1cccc(Br)c1)Nc1ccc(F)c(S(=O)(=O)N2CCOCC2)c1 | -7 | -6% | -23% | 1 | 1.2 | 12% | 4% | -3% | -16%
NC(=O)C[C@@H]1N[C@]2(C(=O)Nc3ccccc32)[C@@H]2C(=O)N(c3cc(C(F)(F)F)ccc3Cl)C(=O)[C@H]12 | -5 | -2% | -14% | -9 | 0.2 | -1% | -3% | 0% | -10%
CCC(=O)N1CCN(c2ccc(NC(=S)NC(=O)C(C)C)cc2)CC1 | 8 | -4% | -6% | -5 | 1.2 | -1% | 6% | 4% | -11%

A different layout for some results above:
smiles	D2 antagonist	Glioma ERSR ind	RGS4 inh	LDHA inh	D2 agonist	ERG-DNA inh	Vif-A3F inh	Vif-A3G inh	ALOX12 inh
Cc1c(NC(=O)c2cc(-c3cccs3)nc3ccccc23)c(=O)n(-c2ccccc2)n1C	-11	-5%	-35%	-1	-0.8	4%	7%	-3%	-10%
CCC(=O)N1CCc2cc(S(=O)(=O)NC(Cc3ccccc3)C(=O)Nc3nccs3)ccc21 (stereo not given)	0	-5%	-9%	-6	0.6	3%	?	0%	24%

(continued)
SMILES | D2 antagonist | Glioma ERSR ind | RGS4 inh | LDHA inh | D2 agonist | ERG-DNA inh | Vif-A3F inh | Vif-A3G inh | ALOX12 inh
O=C(Nc1ccc(F)cc1)c1cccc2c1C(=O)N(CC1CCCO1)C2 (stereo not given) | -2 | -5% | 28% | 1 | -0.7 | -5% | -7% | 0% | 18%
O=C(/C=C/c1ccco1)N(c1ccccn1)c1ccccn1 | 29 | -4% | -37% | 1 | 2.0 | -11% | -11% | 0% | 34%[activator]
Cc1cc(C(=O)COc2ccc(F)cc2Br)c(C)n1C1CC1 | 15 | 7% | -11% | -1 | 1.3 | -4% | 1% | 2% | -18%
COc1ccc(/C=N/Nc2ncnc3sc4c(c23)CCCC4)cc1O | -1 | ? | -40% | 2 | -0.1 | ? | -36% | -16% | 4%
CCCN1CCN(CCNC(=O)Nc2ccccc2OCC)CC1 | / | -2% | -6% | -8 | 0.6 | 1% | -3% | 4% | -8%
CC1CCN(S(=O)(=O)CCNC(=O)c2ccccc2)CC1 | -5 | -5% | -1% | -6 | -0.2 | / | -9% | -1% | -8%
COc1ccc2c(CC(=O)NNC(=O)c3cccs3)coc2c1 | -21 | 0% | 1% | -7 | -0.4 | 4% | -25% | 0% | -13%
Cc1ccc(O)c(C2=NNC(O)(C(F)(F)F)C2)c1 (stereo not given) | 15 | -7% | 0% | 3 | -0.4 | 8% | -12% | 8% | 13%
CCc1cnc2c(c1SCc1c(F)cccc1Cl)c(=O)n(C)c(=O)n2C | / | -3% | 6% | -1 | 0.8 | -12% | -13% | -2% | -24%
CCOC(=O)CN1C(=O)C(CC)Oc2ccc(Cl)cc21 (stereo not given) | -12 | -2% | 3% | -18 | 1.7 | -4% | -7% | -1% | 2%
CN(C)c1ccc(-c2nnc(-c3cccnc3)o2)cc1 | 2 | -6% | -26% | 5 | -0.4 | 43%[activator] | 8% | -5% | ?
CCOc1ccc(-c2nnc(SCC(=O)NCCc3ccc(OC)c(OC)c3)nc2-c2ccc(OCC)cc2)cc1 | / | -2% | -8% | -3 | -0.6 | -1% | 2% | 0% | -23%
OC(C#CCN1CCOCC1)(c1ccccc1)C1CC1 (stereo not given) | / | -7% | 4% | 1&2 | / | -10% | 2% | 1% | ?
CCOc1ccc(NS(=O)(=O)c2cccc(C(=O)N3CCN(C/C=C/c4ccccc4)CC3)c2)cc1 | / | -4% | -20% | -1 | / | / | -12% | 3% | -30%
CN(C)c1ccc(O)c2c1CC1CC3C(N(C)C)C(=O)C(C(N)=O)=C(O)[C@@]3(O)C(=O)C1=C2O (stereo not given in full) | / | -1% | -18% | -1 | / | -4% | 1% | 1% | 12%
Cc1cccc(NC(=O)CSc2nc3ccccc3nc2N2CC(C)OC(C)C2)c1 (stereo not given) | -13 | -4% | 1% | 0 | -0.1 | 6% | -4% | 0% | -1%

2 compounds drawn at random from the list so far, as already listed:
SMILES | D2 antagonist | Glioma ERSR ind | RGS4 inh | LDHA inh | D2 agonist | ERG-DNA inh | Vif-A3F inh | Vif-A3G inh | ALOX12 inh
CCc1cnc2c(c1SCc1c(F)cccc1Cl)c(=O)n(C)c(=O)n2C | / | -3% | 6% | -1 | 0.8 | -12% | -13% | -2% | -24%
CN(C)c1ccc(O)c2c1CC1CC3C(N(C)C)C(=O)C(C(N)=O)=C(O)[C@@]3(O)C(=O)C1=C2O (stereo not given in full) | / | -1% | -18% | -1 | / | -4% | 1% | 1% | 12%

A few values from above:
O=C(COC(=O)COc1ccccc1)Nc1ncc(Cl)cc1Cl in Vif-A3G inh: 3%
O=C(CCOc1cccc(Br)c1)Nc1ccc(F)c(S(=O)(=O)N2CCOCC2)c1 in Vif-A3F inh: 4%
COc1ccc2c(CC(=O)NNC(=O)c3cccs3)coc2c1 in LDHA inh: -7
Nc1c(Cl)ncnc1N1CCCC1 in ERG-DNA inh: -7%
